Compound activity deposited in PubChem by several laboratories.
PP5 inh – PP5 (human) phosphatase inhibition. P53041. purified PP5c, OMFP substrate fluorescence. inhibition, % at 6.7 µM. hit rate 0.18% among 320,000. AID 1987;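 active = inhibition above the campaign's mean inhibition across all tested compounds plus 3 SD, cut at about 9.5% in these data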;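 also: 0% = DMSO only and 100% = 100 µM cantharidin control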
ZTA counter – counter-screen for EBNA-1 inhibitors: inhibitors of Epstein-Barr virus ZTA | P03206 | ZTA-DNA binding, fluorescence polarization | inhibition, % at 11 µM | hit rate 0.15% among 320,000 | AID 2234; in the data active = inhibition above about 33%
Target sequence (P03206 whole entry, looked up): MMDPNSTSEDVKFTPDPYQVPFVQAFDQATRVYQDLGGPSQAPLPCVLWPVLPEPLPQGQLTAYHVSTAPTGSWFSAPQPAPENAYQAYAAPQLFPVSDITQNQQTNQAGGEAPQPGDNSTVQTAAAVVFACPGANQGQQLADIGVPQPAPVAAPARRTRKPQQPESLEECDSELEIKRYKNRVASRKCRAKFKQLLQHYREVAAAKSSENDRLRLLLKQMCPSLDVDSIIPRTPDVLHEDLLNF
Fh CTSL1 inh – counter-screen for PFM18AAP inhibitors: inhibitors of F. hepatica cathepsin L1; AID 1906; recombinant F. hepatica cathepsin L1, Z-Leu-Arg-MCA fluorescence; hit rate 0.49% among 300,000; inhibition, % at 5.96 µM;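 active = inhibition above the mean of all tested compounds plus 3 SD, set per screening campaign, cut at about 17% in these data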;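 also: 0% = plate median of test compound wells and 100% = 1 µM Z-Phe-Ala-diazomethylketone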
PREPL inhibitor – inhibitors of human prolyl oligopeptidase-like enzyme PREPL. recombinant PREPL, fluorescence polarization activity-based probe. inhibition, % at 5.96 µM. AID 2751. hit rate 0.68% among 320,000. Q4J6C6; in the data active = inhibition above about 43%;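 also: 0% = enzyme with DMSO and 100% = wells lacking enzyme; many of its hits are not listed in these tables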
PP1 inh – PP1-alpha (human) inhibition in PP5 counter-screen; inhibition, % at 6.7 µM; AID 2235; purified PP1alpha, OMFP fluorescence; hit rate 0.9% among 320,000; P62136;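 active = inhibition above the mean inhibition of all tested compounds plus 3 SD, computed separately for each screening campaign, cut at about 15% in these data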
Target sequence (P62136 whole entry, looked up): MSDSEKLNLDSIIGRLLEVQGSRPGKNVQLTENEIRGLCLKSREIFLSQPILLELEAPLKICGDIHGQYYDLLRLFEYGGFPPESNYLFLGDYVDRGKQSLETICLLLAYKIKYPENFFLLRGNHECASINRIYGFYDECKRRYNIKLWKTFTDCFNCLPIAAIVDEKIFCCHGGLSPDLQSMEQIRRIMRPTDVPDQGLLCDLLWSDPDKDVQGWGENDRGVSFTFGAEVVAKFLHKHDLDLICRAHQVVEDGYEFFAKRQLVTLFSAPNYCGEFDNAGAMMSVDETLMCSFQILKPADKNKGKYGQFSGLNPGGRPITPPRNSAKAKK
Efflux pump mplx – blocks antifungal efflux pumps in multiplex yeast assay. S. cerevisiae Candida pump triplex, Nile Red efflux. inhibition, % at 10 µM. hit rate 0.44% among 330,000. AID 485275;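 active = plate passing quality check with inhibition over a set limit, or well fluorescence over plate mean plus 4 SD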;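 also: Nile Red retained in pooled yeast measured as flow cytometry median fluorescence; 0% = buffer negative control and 100% = Enniatin B positive control; higher means more Nile Red kept so more efflux inhibition; some compounds called inactive have numbers as strong as hits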
EBNA-1 inhibitor – blocks EBNA-1 binding to DNA. EBNA-1 DNA binding, fluorescence polarization. inhibition, % at 14.8 µM. hit rate 0.34% among 300,000. AID 1950; in the data active = inhibition above about 28%
TPT1 inh – blocks Candida albicans tRNA 2'-phosphotransferase; recombinant caTPT1, FP RNA substrate dephosphorylation; inhibition, % at 5 µM; AID 1962; hit rate 0.81% among 300,000;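 active = inhibition above the mean of all tested compounds plus 3 SD, set per screening campaign, cut at about 24% in these data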;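 also: plate controls were DMSO alone for no effect and ferristatin control at 100 nM for full effect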
HCV core dimer – blocks dimerization of HCV core protein; TR-FRET GST/Flag-core106 dimerization, 1536-well; inhibition, % at 5 µM; hit rate 0.33% among 300,000;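 active = inhibition above the mean of all tested compounds plus 3 SD, set per screening campaign, cut at about 45% in these data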
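Assay system: tagged HCV core106 pair (GST and Flag); medium: KF-containing HEPES buffer, pH 7.45, DTT, CHAPS, BSA; also added: Eu donor and XL665 acceptor anti-tag antibodies; dosing: 5 µM single dose; timing: compound-protein-antibody incubation 4 h at 22.5 °C; signal: TR-FRET 671 and 617 nm emission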
Numbers without * were called inactive; . = no result given.

structure	PP5 inh	ZTA counter	Fh CTSL1 inh	PREPL inhibitor	PP1 inh	Efflux pump mplx	EBNA-1 inhibitor	TPT1 inh	HCV core dimer
CC(C)CCNC(=O)C(NS(=O)(=O)c1ccc2c(c1)c(=O)n(C)c(=O)n2C)c1ccccc1 (centres undefined)	0.6	-3	1	0	-2	0.0	1	-1	1
O=C(CSc1nc2ccccc2s1)NC1CCCC1	0.2	-2	-6	5	0	-0.1	0	-2	-3
COCCNC(=O)Cn1cc(/C=N/NC(=O)c2ccc(Oc3ccc(O)cc3)cc2)c2ccccc21	0.0	21	9	12	-1	0.4	15	2	5
C/C(=N\NC(=O)c1ccc(Cl)c(Cl)c1)c1cccc(NC(=O)C(C)C)c1	2.6	12	1	11	0	0.0	-8	1	6
COc1c(O)cc2oc(-c3ccc(O)c(O)c3)cc(=O)c2c1O	4.1	6	-4	4	-3	.	-9	0	-14
Cn1c(N2CCN(S(=O)(=O)c3ccc(Cl)cc3)CC2)nc2ccccc21	-0.8	15	-3	-31	-3	0.0	-6	-1	2
Clc1ccc(/C=N/NC(=Nc2ccccc2)c2ccccn2)c(Cl)c1	2.9	-11	-3	8	1	0.1	-12	-3	4
COc1ccc(OCCN2C(=O)NC(C)(c3ccc(C)cc3)C2=O)cc1 (centres undefined)	3.5	-13	-2	12	-2	0.0	2	-2	-3
COc1ccc(C2Nc3ccccc3C(=O)N2Cc2ccco2)cc1COc1ccc(NC(C)=O)cc1 (centres undefined)	2.2	-4	-2	17	4	0.2	11	-1	21
Cc1cc(C(=O)Nc2ccc(F)c(Cl)c2)on1	-1.6	7	0	-4	5	0.0	0	2	3
C=CCNCCCCOc1ccc(OCC)cc1	-2.9	-3	0	6	-3	-0.1	12	-3	0
CCOC(=O)C1=C(c2ccccc2)OC(N)=C(C#N)C1c1ccncc1 (centres undefined)	2.5	-10	3	3	-5	0.3	-6	0	0
O=C(CC1NCCNC1=O)NC1Cc2ccccc2C1 (centres undefined)	-3.1	-6	-3	6	0	-0.1	2	-2	-2
CCOc1ccc2[nH]c(=O)c(CN(CCN3CCCC3)C(=S)Nc3ccccc3OC)cc2c1	0.5	8	5	9	1	0.0	-2	2	6
Cc1nn(C)c(Sc2ccccn2)c1[N+](=O)[O-]	-0.6	7	-2	0	6	-0.1	-6	0	0
CC(C)Cc1n[nH]c(=O)[nH]1	-1.3	-6	-3	5	2	-0.1	-4	-5	-6
CCN1CCn2c3c(c4cc(C)ccc42)CCCC31 (centres undefined)	3.7	-3	1	35	5	0.0	-21	-4	-2
O=C(Nc1cc(=O)[nH]c2nc(-c3ccccc3)nn12)c1ccccc1Cl	-1.6	1	-2	11	-3	0.2	1	2	5
COc1ccc(NC(=O)CN(c2ccc(OC)c(Cl)c2)S(=O)(=O)c2ccccc2)c(OC)c1	3.0	10	0	-2	0	-0.1	19	2	5
COc1cc(/C=C2\C(=O)N(c3ccccc3)N=C2C)ccc1Oc1ccc([N+](=O)[O-])cc1[N+](=O)[O-]	2.5	2	-4	11	-1	0.0	-4	3	38
CCOC(=O)c1ccc(NC(=O)COc2cc(=O)n(CC)c3ccccc23)cc1	-1.3	-2	2	9	-4	-0.2	-3	-4	3
Cc1ccnc(NC(=O)CNC(=O)COc2ccccc2)c1	-0.5	-20	-8	-2	-9	0.1	-9	-4	-1
COCc1ccc(C(=O)N2CCCC(Nc3ccc(C(C)C)cc3)C2)s1 (centres undefined)	2.8	2	1	13	3	0.4	-6	0	11
O=C(Nc1ccccc1)c1ccccc1NS(=O)(=O)c1ccc(Cl)s1	5.3	18	2	2	4	-0.1	4	-2	19
CC1(C)Cc2c(c(N3CCOCC3)nc3sc4c(=O)[nH]cnc4c23)CS1	3.7	-20	0	-6	6	-0.1	5	-3	-2
COc1ccccc1NC(=O)C1CCN(C(=O)c2ccco2)CC1	1.7	-4	-1	-11	-4	0.0	5	4	0
COc1cccc(NC(=O)COc2coc(CN3CCc4ccccc4C3)cc2=O)c1	-1.5	-7	-6	6	-5	-0.1	5	-1	-2
O=C(NC1CCCc2ccccc21)c1ccccn1 (centres undefined)	2.7	3	-3	-2	-1	-0.3	6	0	10
O=C(O)C/C=C(/NC(=O)OCc1ccccc1)C(=O)OCc1ccccc1	0.4	14	4	0	1	-0.1	4	-4	8
O=C(NC(CO)Cc1ccc([N+](=O)[O-])cc1)C(Cl)Cl (centres undefined)	4.7	-14	-2	5	2	-0.2	-5	-1	-13
CC(C(=O)OCc1nnc(-c2ccccc2)o1)N1C(=O)c2ccccc2C1=O (centres undefined)	1.6	-6	-2	-6	0	-0.1	-3	-4	11
Cn1c(SCc2ccccc2)nnc1-c1cccs1	0.4	12	-5	-8	-1	-0.1	-8	1	0
C/C(=N\NC(=O)c1cccs1)c1ccncc1	0.3	1	-1	-5	1	0.1	-4	1	-8
CCCSc1nc2c3c(sc2c(=O)[nH]1)CC(C)(CC)OC3 (centres undefined)	-1.2	-2	4	15	-2	0.0	6	0	4
Cc1ccc(-c2c3c(=O)n(C)c(=O)n(C)c3cn2Cc2ccccc2)cc1	1.2	-9	2	8	-3	-0.5	12	-6	-2
C=CCNc1nc(C(=O)OCC(=O)Nc2ccccc2C(F)(F)F)cs1	-1.0	-4	.	-3	-3	0.0	.	.	.
CCC(C)n1ncn(-c2ccc(N3CCN(c4ccc(O)cc4)CC3)cc2)c1=O (centres undefined)	2.0	-12	-5	17	4	0.1	-13	3	-8
COc1ccc(C(=O)N2CCC(N3CCN(c4ccccc4)CC3)CC2)cc1OC	0.5	3	-4	6	0	0.0	13	3	-1
CCC1Cc2c(nc(N)c3c(N)nc(N4CCCCC4)c(C#N)c23)O1 (centres undefined)	4.3	13	3	20	-1	0.1	3	-2	5
Cc1onc(-c2c(Cl)cccc2Cl)c1C(=O)NCCc1ccncc1	2.2	7	-2	10	-8	0.3	-12	2	1
Cc1c(C)c2cc(Cl)c(O)c(CN3CCCC(C)C3)c2oc1=O (centres undefined)	0.9	-19	6	11	-4	0.0	-3	0	4
CCOc1cccc(NC(=O)CSc2nc(C)c3c(c2C#N)CCCC3)c1	2.2	7	2	9	-6	0.0	-5	2	9
O=C(Cc1ccccc1[N+](=O)[O-])NCCSCc1c(F)cccc1Cl	-0.3	-4	-5	2	1	0.2	-13	3	2
Cc1ccccc1-c1nc(CN2CCC(C(=O)NCCCN3CCOCC3)CC2)c(C)o1	-2.9	0	-1	30	2	0.0	4	0	1
CC(C)(C)c1ccc(C(=O)N2CCN(CCNC(=O)C(=O)Nc3ccc(F)cc3)CC2)cc1	5.0	-11	8	9	-9	0.2	-2	-1	-3
O=C(NNC(=O)c1sccc1-n1cccc1)c1cccs1	-2.3	6	-2	0	-1	-0.1	-13	0	-1
O=C(C1CCN(S(=O)(=O)c2ccccc2)CC1)N1CCCCC1	1.9	-9	-6	7	5	0.1	-4	0	-12
Cc1cccc(NC(=O)c2ccc(Cl)c(S(=O)(=O)N3CCCC3)c2)n1	1.1	-7	1	2	-3	0.1	-7	-2	-2

Grouped by structure: those above containing an aryl thioether with sulfur outside any ring (five)
structure	PP5 inh	ZTA counter	Fh CTSL1 inh	PREPL inhibitor	PP1 inh	Efflux pump mplx	EBNA-1 inhibitor	TPT1 inh	HCV core dimer
O=C(CSc1nc2ccccc2s1)NC1CCCC1	0.2	-2	-6	5	0	-0.1	0	-2	-3
Cc1nn(C)c(Sc2ccccn2)c1[N+](=O)[O-]	-0.6	7	-2	0	6	-0.1	-6	0	0
Cn1c(SCc2ccccc2)nnc1-c1cccs1	0.4	12	-5	-8	-1	-0.1	-8	1	0
CCCSc1nc2c3c(sc2c(=O)[nH]1)CC(C)(CC)OC3 (centres undefined)	-1.2	-2	4	15	-2	0.0	6	0	4
CCOc1cccc(NC(=O)CSc2nc(C)c3c(c2C#N)CCCC3)c1	2.2	7	2	9	-6	0.0	-5	2	9

Carrying on:
structure	PP5 inh	ZTA counter	Fh CTSL1 inh	PREPL inhibitor	PP1 inh	Efflux pump mplx	EBNA-1 inhibitor	TPT1 inh	HCV core dimer
COc1ccc(CCNC(=O)COC(=O)c2ccc([N+](=O)[O-])o2)cc1	0.9	-1	.	12	-6	-0.3	.	.	.
COc1ccccc1N(CCC#N)C(=O)COC(=O)CCC(=O)c1ccc(F)cc1	0.8	1	.	30	-3	0.2	.	.	.
O=C(NCc1ccccc1)c1ccc(-c2ccc(F)cc2)o1	1.5	-6	-1	-8	3	0.0	5	-4	-5
COc1ccc(-c2c(C(F)(F)F)nn(C)c2NC(=O)CSCC(=O)O)cc1	-0.3	16	-8	4	-5	0.0	3	0	-1
CSc1cccc(NC(=O)C2CCN(S(C)(=O)=O)CC2)c1	1.8	-3	-3	7	-3	-0.5	-1	-1	-2
O=C1CSC(=S)N1/N=C/C=C/c1ccccc1	1.7	-4	-1	9	0	0.0	4	4	53*
N#CCCN1CCC(NC(=O)OCc2ccccc2)CCC1=O (centres undefined)	-5.7	-5	-1	13	-5	0.2	-3	1	-4
COC(=O)C1Cc2c([nH]c3ccccc23)CN1C(C)=O (centres undefined)	0.9	13	1	13	1	-0.1	-4	-1	-4

These rows are one share of the data, so the mix of outcomes need not match the whole.
